# High-throughput results deposited in PubChem BioAssay by Sanford-Burnham Center for Chemical Genomics.
# Hep lipid drop = modulators of hepatic lipid droplet formation | AML12 mouse hepatocytes, oleate lipid droplets, BODIPY imaging | inhibition, % at 6.5 µM | 0.4% of 240,000 active | AID 1656;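 active = lipid droplet intensity inhibited by at least 50%, with more than 500 cells counted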
#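 Material – AML12 mouse liver cells · Also added – oleate loading, 100 µM · Compound dosing – 6.5 µM single-point dosing · Times – overnight treatment with compound plus oleate · Measured by – fluorescence imaging, 20x objective, two fields per well · Read-out – percent inhibition of filter-corrected integrated lipid droplet intensity per well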
# Hep lipid drop cells 6.5 µM = recorded beside Hep lipid drop, whose call it bears; cell count; measured here: cell count, cytotoxicity flag;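 cells counted across two imaged fields per well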
# * marks the source's active call; other numbers are inactive results. Some of the compounds tested (hit frequency here may not be typical).
SMILES,Hep lipid drop,Hep lipid drop cells 6.5 µM
O=C(CSc1nnc(NC(=O)c2ccccc2F)s1)NC1CC1,11.7,740
CC1CCN(c2ccc3nnc(CCC(=O)Nc4cccc(F)c4)n3n2)CC1,-12.2,707
COc1cc(/C=C2/C(=O)NN(c3ccc(Cl)cc3)C2=O)cc(Br)c1O,-18.2,783
O=C(c1ccc2nccnc2c1)N1CCCC(Nc2ccc(F)c(F)c2)C1 (configuration not stated),-1.8,802
Fc1cccc(Cl)c1C1Nc2cccc3cccc(c23)N1,-8.9,829
CCCn1c(SCCN2CCOCC2)nc2c1c(=O)n(C)c(=O)n2C,-2.5,791
CCc1nc(Nc2cccc(O)c2)c2oc3ccccc3c2n1,-7.2,808
Cc1cccc(CC2CC(=O)N(c3ccc(C)cc3Br)C2=O)c1 (configuration not stated),-12.3,813
Cc1ccc(N2CCN(S(=O)(=O)c3c(C)noc3C)CC2C)cc1 (configuration not stated),1.7,771
O=C(NC1CC1)C1CC(=O)N(c2cccc(Cl)c2)C1 (configuration not stated),11.8,677
Cc1cccc(NC(=O)CSc2nnc(-c3cc(C)[nH]n3)n2N)c1,-2.7,706
COc1ccc(CN2C(=NC(=O)C3CC3)SC3CS(=O)(=O)CC32)cc1OC (configuration not stated),-16.5,483
COc1ccccc1NC(=O)c1ccc(S(=O)(=O)N2CCC(C)CC2)cc1,2.5,741
CC1(C)CC(=O)c2sc(NS(=O)(=O)c3ccc([N+](=O)[O-])cc3)nc2C1,-1.2,776
COc1cccc(/C=C/C(=O)OCC(=O)N2CCN(S(=O)(=O)c3ccc(Cl)cc3)CC2)c1,1.2,859
CC1CCN(c2ccc3nnc(CCC(=O)N4CCCCC4)n3n2)CC1,-5.9,699
Cc1cccc(NC(=O)CSc2nc3ccccc3nc2N2CCCCC2)c1,30.9,672
COc1ccc(Cl)cc1-n1c(=S)sc2c(=O)[nH]c(SCC(=O)C(C)(C)C)nc21,2.7,752
CCOC(=O)c1c[nH]c2ccc3ccccc3c2c1=O,3.4,853
COc1ccccc1CNC(=O)CCCc1nnc2n(C)c(=O)c3sccc3n12,-5.9,717
COc1ccc(Cl)cc1NC(=O)C1Cc2ccccc2CN1S(C)(=O)=O (configuration not stated),-8.2,804
Cc1c(OCC(=O)NCCCn2ccnc2)ccc2c3c(c(=O)oc12)CCC3,1.1,667
CC(C)CCN(CC(=O)NC1CCCC1)C(=O)C(=O)Nc1ccc2c(c1)OCCO2,-1.6,714
O=C(C1CCCN(Cc2cc(Br)ccc2O)C1)N1CCCCC1 (configuration not stated),-4.3,819
CCCc1cc(=O)[nH]c(SCC(=O)N2CCOCC2)n1,6.0,757
O=C(NCc1ccc(F)cc1)C1CCCN(C(=O)NCc2ccccc2)C1 (configuration not stated),-2.5,793
Cc1ccc(/C(N)=N/OC(=O)CCCc2ccccc2)cc1,14.0,774
CCOC(=O)C1=C(CN2CCN(C(=O)c3ccco3)CC2)NC(=O)NC1c1ccc(C)cc1 (configuration not stated),22.2,706
O=C(O)c1cc(S(=O)(=O)N2CC3CC3C2C(=O)O)c(Cl)cc1Cl (configuration not stated),0.0,785
CC#CC(=O)N1CCC(CCC(=O)N(C)Cc2ccccc2)CC1,-2.0,830
O=C(CSc1nncc2ccccc12)Nc1cccc(O)c1,5.1,785
CC1CN(C(=O)c2cc(COc3c(F)cccc3F)on2)CCN1C (configuration not stated),3.4,774
COc1ccc(C)cc1N(C(=O)CNC(=O)c1ccco1)C(C(=O)NCC1CCCO1)c1ccccc1 (configuration not stated),16.2,775
CC(Cc1nnc(N)s1)c1ccccc1 (configuration not stated),-4.8,771
CCN(CC(=O)Nc1ccc(NC(C)=O)cc1)C(=O)COc1ccccc1Cc1ccccc1,-3.5,715
COc1ccccc1NC(=O)c1cc2c(CO)cnc(C)c2oc1=Nc1ccc(OC)c(OC)c1,42.4,676
COCCCNC(=S)NNC(=O)c1cc(-c2cccnc2)nc2ccccc12,22.0,797
COc1ccc(C2CC(c3ccc(OC)cc3O)=NN2C(=O)c2ccccc2)cc1 (configuration not stated),-1.3,403
O=C(NC1CC1)[C@@H]1CSC2c3ccccc3C(=O)N21 (some centres not stated),-1.4,729
O=C(CCC(=O)Nc1ccc(F)cc1)N/N=C/c1cccs1,-3.7,829
CC1CCCC(N2CCN(C(=O)c3ccc([N+](=O)[O-])cc3)CC2)C1 (configuration not stated),9.3,793
COc1ccc(CCNC(=O)c2cc(=O)c3ccc(C)cc3o2)cc1OC,1.5,724
COc1ccc(CNC(=O)CN(C)S(=O)(=O)c2ccc3c(c2)n(C)c(=O)c(=O)n3C)cc1,-18.7,680
O=C(NC1CCCC1)c1cc2nc(-c3ccco3)cc(C(F)(F)F)n2n1,-37.4,724
COC(=O)/C(=C(O)\C=C\c1ccccc1[N+](=O)[O-])c1nc2ccccc2[nH]1,30.7,782
O=C(O)Cn1c(=O)c2c3c(sc2n(Cc2ccccc2F)c1=O)CCCC3,-0.3,397
CCC(NC(=O)c1cc(COc2ccc(Cl)cc2OC)on1)c1ccncc1 (configuration not stated),11.9,644
C=CCOc1ccccc1CN1CCCN(C)CC1,-6.2,800
O=C(c1ccccc1)N(Cc1cccc(Br)c1)C1CCS(=O)(=O)C1 (configuration not stated),0.1,700
NC(=O)c1c(NC(=O)C(=O)N2CCOCC2)sc2c1CCC2,-2.6,740
O=C(CSc1ccccc1C(=O)O)c1ccccc1,0.5,682
Cc1ccc(Cn2nnc3c(=O)[nH]c(C4CCCN(S(=O)(=O)c5ccc(F)cc5)C4)nc32)cc1 (configuration not stated),7.9,559
COc1ccc(S(=O)(=O)N(C)C(C)CCc2ccco2)cc1 (configuration not stated),-34.0,830
O=C(NCCc1ccc(Cl)cc1)C1CCCN(S(=O)(=O)N2CCCCCC2)C1 (configuration not stated),-1.6,706
CC1Sc2ccc(S(=O)(=O)CCC(=O)N3CCCCC3)cc2NC1=O (configuration not stated),-7.4,745
CCN1CCN(C(=O)/C(=C/c2cccs2)NC(=O)c2ccc(C)c(C)c2)CC1,-2.0,643
CC(=O)Nc1ccc(S(=O)(=O)N2CCC(C(=O)NCCC(=O)Nc3nccs3)CC2)cc1,4.1,751
O=C(NN=C1CCCC1)c1cccc(O)c1,-5.9,839
COc1ccc(NC(=O)C(CC(=O)O)Cc2ccc(Cl)cc2)cc1 (configuration not stated),-6.1,732
CC(NC(=O)c1cc2ccccc2oc1=O)c1ccccc1 (configuration not stated),-0.4,805

# Molecules above containing a furan ring, fused or not:
SMILES,Hep lipid drop,Hep lipid drop cells 6.5 µM
CCc1nc(Nc2cccc(O)c2)c2oc3ccccc3c2n1,-7.2,808
CCOC(=O)C1=C(CN2CCN(C(=O)c3ccco3)CC2)NC(=O)NC1c1ccc(C)cc1 (configuration not stated),22.2,706
COc1ccc(C)cc1N(C(=O)CNC(=O)c1ccco1)C(C(=O)NCC1CCCO1)c1ccccc1 (configuration not stated),16.2,775
O=C(NC1CCCC1)c1cc2nc(-c3ccco3)cc(C(F)(F)F)n2n1,-37.4,724
COc1ccc(S(=O)(=O)N(C)C(C)CCc2ccco2)cc1 (configuration not stated),-34.0,830

# The results go on:
SMILES,Hep lipid drop,Hep lipid drop cells 6.5 µM
CCN(CC)CCN(C(=O)C1=COCCO1)c1nc2ccc(C)cc2s1,20.7,654
COc1cccc(NS(=O)(=O)c2ccc3c(c2)CCN3C(C)=O)c1,-9.9,836
CC(C)(C)OC(=O)N[C@@H](Cc1ccccc1)C(=O)N1CCC(C(=O)N[C@@H](CCC(N)=O)C(=O)O)CC1,-10.3,789
O=C(CCN1CCN(Cc2ccccc2)CC1)NNC(=O)Nc1cccc(C(F)(F)F)c1,-1.3,755
CCc1ccc(/C=C2\SC(=S)N(CCCC(=O)Nc3ccccc3C(=O)O)C2=O)cc1,-7.0,661
CC(=O)c1c(C)[nH]c(C(=O)OCc2cccc(C)c2)c1C,10.3,746
CN1CCN(C(c2ccc(C(F)(F)F)cc2)c2ccc3cccnc3c2O)CC1 (configuration not stated),4.8,838
CCN1CCN(CCCNC(=O)CNC(=O)c2nn(-c3ccc(OC)cc3)c(=O)c3ccccc23)CC1,-1.0,799
COc1ccc(CNC(=O)C/C(C)=N/NC(=O)c2cc(OC)cc(OC)c2)cc1,6.5,809
COc1ccc(NC(=O)/C(C#N)=C/c2cccnc2)c(OC)c1,11.5,795
CN(C)c1ccc(/C=C(/NC(=O)c2ccccc2)C(=O)NCCCn2ccnc2)cc1,-3.4,662
CC12CCC(=O)N1C(C(=O)NCCc1ccc(F)cc1)CS2 (configuration not stated),2.4,696
COc1ccc(-c2cc(C(=O)NCC3CCCO3)on2)cc1OC (configuration not stated),7.0,706
CC(C)c1ccc([N+](=O)[O-])cc1S(=O)(=O)N1CCN(C)CC1,0.1,849
COc1ccc(Cl)cc1NC(=O)C[n+]1cccc(C)c1,0.8,847
O=S(=O)(c1ccc(-c2nnco2)cc1)N1CCCCC1,7.5,838
CC(NC(=O)c1cc2cc(Cl)ccc2oc1=N)c1ccccc1 (configuration not stated),-2.3,827
C[n+]1cccc(C(=O)Nc2ccccc2)c1,18.0,795
O=C(N/C(=C/c1ccc(Br)cc1)C(=O)N1CCOCC1)c1ccc(Br)o1,-10.0,782
Cc1cc2c(cc1S(=O)(=O)N1CCN(c3cccc(C)c3C)CC1)OCC(=O)N2,-1.0,773
CC(NS(=O)(=O)c1ccc(OCC(=O)NCc2cccnc2)cc1)c1ccccc1 (configuration not stated),-3.1,811
COc1ccc(CCNC(=O)C2CCCN(c3ncnc4c3nc3n4CCCCC3)C2)c(OC)c1 (configuration not stated),-13.0,710
CCOc1ccc(NC(=O)c2ccc3c(c2)CCN3S(C)(=O)=O)cc1,-3.1,820
Cc1cc(Cl)c2oc(C(=O)NC3CCC(O)CC3)c(C)c2c1 (configuration not stated),-18.6,772
Cc1ccccc1OCCn1c(S(=O)(=O)O)nc2c(N)ncnc21,-11.3,729
O=C(NNC(=S)NCc1ccccc1)c1cccnc1,-2.8,887
CCCN1CCN(CC(=O)Nc2nnc(CC)s2)CC1,4.3,806
COc1ccc(N(CC(=O)Nc2ccc(C)c(C)c2)C2=NC3CS(=O)(=O)CC3S2)cc1 (configuration not stated),-1.0,703
COc1ccc(CCNC(=O)CCC(=O)Nc2ccccc2[N+](=O)[O-])cc1OC,21.6,834
N#CC(C#N)=CN=c1ccn(Cc2ccc(Cl)cc2Cl)cc1,-11.8,785

# Individual results from the list.
# Entry of O=S(=O)(c1ccc(-c2nnco2)cc1)N1CCCCC1 under Hep lipid drop: 7.5
# Entry of O=C(N/C(=C/c1ccc(Br)cc1)C(=O)N1CCOCC1)c1ccc(Br)o1 under Hep lipid drop cells 6.5 µM: 782
# Entry of Cc1ccccc1OCCn1c(S(=O)(=O)O)nc2c(N)ncnc21 under Hep lipid drop: -11.3
# Entry of CCOc1ccc(NC(=O)c2ccc3c(c2)CCN3S(C)(=O)=O)cc1 under Hep lipid drop cells 6.5 µM: 820
# Entry of O=C(NNC(=S)NCc1ccccc1)c1cccnc1 under Hep lipid drop: -2.8
# Entry of N#CC(C#N)=CN=c1ccn(Cc2ccc(Cl)cc2Cl)cc1 under Hep lipid drop cells 6.5 µM: 785
# Entry of COc1ccc(N(CC(=O)Nc2ccc(C)c(C)c2)C2=NC3CS(=O)(=O)CC3S2)cc1 (configuration not stated) under Hep lipid drop: -1.0

# (list continues)
SMILES,Hep lipid drop,Hep lipid drop cells 6.5 µM
Cc1ccc(OC(=O)c2ccc([N+](=O)[O-])cc2Cl)cn1,10.7,890
CCc1nnc(NC(=O)CSc2nnc(CNC(=O)c3ccccc3F)n2C)s1,16.7,704
CCOC(=O)c1c(C)[nH]c(C)c1S(=O)(=O)N(C)CC(=O)Nc1cccc(C)n1,-25.7,649
O=C(CSc1nc(O)c(C2CCCCC2)c(=O)[nH]1)Nc1ccc(F)cc1,18.9,806
O=C(N/N=C/c1ccc(OC(=O)c2ccccc2Cl)cc1)c1ccccn1,-8.9,812
COCCC(=O)N1CCC(Oc2ccc(C(=O)NCc3ncc(C)[nH]3)cc2)CC1,19.4,823
COc1cc(Cn2c(=O)c3c(OC)c(C)cnc3n(C)c2=O)cc(OC)c1,7.3,744
CN1CCC(N(C)S(=O)(=O)c2ccc(C(C)(C)C)cc2)CC1,-0.1,882
CCCn1c(SCC(=O)NC2CCCCC2)nnc1-c1ccco1,2.5,765
COCCNC(=O)CCn1nc(-c2ccc(Cl)cc2)c2ccccc2c1=O,7.8,862
CCOC(=O)c1c(NC(=S)N2CCN(C)CC2)sc(C)c1-c1ccccc1,-7.5,807
COCCNC(=S)N(CCc1c(C)[nH]c2ccccc12)Cc1cccnc1,-18.1,847
CCOCCc1nn2c(=O)cc(CSCC(=O)Nc3ccc(OC)cc3)nc2s1,-3.3,759
O=C(C1CC1)N1N=C(c2ccc(Cl)cc2)CC1(O)C(F)(F)F (configuration not stated),-11.8,688
CCOC(=O)c1ccc(-c2c(-c3ccc4c(c3)OCO4)noc2-c2ccsc2)cc1F,-2.4,725
CN1CCN(NC(=O)/C=C/c2cccc(Cl)c2)CC1,3.6,732
NC(=O)CN1CCN(CCN2C(=O)c3cccc4cccc(c34)C2=O)CC1,-1.4,724
O=C(Cc1ccccc1)NCCc1c[nH]c2ccccc12,-1.0,793
CC(=O)c1c(C)[nH]c(C(=O)Nc2ccc(Cl)cc2F)c1C,-8.6,812
CN(c1ccccc1)S(=O)(=O)c1ccc(NC(=O)COc2ccccc2)cc1,1.1,823
O=C(/C=C/c1ccc2c(c1)OCO2)NC1CCCC1,-2.3,809
O=C(Nc1ccc(F)c(Cl)c1)C1CC(=O)N(Cc2ccccc2)C1 (configuration not stated),13.8,742
CCOC(=O)N1CCN(C(=O)c2ccc(C)c(S(=O)(=O)N3CCCCC3)c2)CC1,-1.2,834
COCC1CCCCN1C(=O)c1ccc2oc(CCCc3ccccc3)nc2c1 (configuration not stated),-3.7,857
Cn1c(=O)c(C(=O)NCc2ccc(Cl)cc2)c(O)c2ccccc21,-7.9,807
O=C1c2ccccc2NC(c2cccc(O)c2)N1c1ccccc1 (configuration not stated),-13.1,805
NS(=O)(=O)c1ccc(CNC(=O)c2ccc3ccccc3n2)cc1,7.4,843
O=C(COc1ccc2ccc(=O)oc2c1)Nc1cccnc1,6.3,759
CCN(CC)c1ccc(CNc2ccc3c(c2)ncn3CC)cc1,-10.7,805
